Vc quorum ag = inducers of Vibrio cholerae quorum light production without autoinducers, primary screen, BH1578 luxS cqsA deficient, single point | activation, % at 18.7 µM | AID 588436, 2011 | V. cholerae BH1578 lux reporter, luminescence, 6 h | 350,000 compounds, 0.16% hits; in the data active = activation mostly above about 9.7%, no sharp cut-off; also: not every result past the cut was called active; inactives centre near 0; reference of the scale not given here
SARS 3CLpro inh = SARS-CoV 3CLpro protease inhibitors, primary screen, biochemical, quenched FRET | Replicase polyprotein 1ab (Severe acute respiratory syndrome coronavirus), P0C6X7 | recombinant SARS-CoV 3CLpro, quenched FRET peptide cleavage | inhibition, % at 6 µM | 290,000 compounds, 0.14% hits; in the data active = inhibition above about 12%
Yp Topo-I inh = Yersinia pestis topoisomerase I inhibitors, primary screen, biochemical, cleavage product accumulation, plate reader, single point; Y. pestis Topo-I cleavage product accumulation; activity, % at 10 µM; 360,000 compounds, 0.064% hits; AID 504884, 2011; in the data active = activity above about 50%, passing the limit was not always enough; also: inactives centre near 2
MazEF act = activators of E. coli MazEF toxin-antitoxin RNase, primary screen, biochemical, fluorescence, uHTS | 350,000 compounds, 0.32% hits | Endoribonuclease toxin MazF (Escherichia coli (strain K12)), P0AE70 | FAM/BHQ RNA-DNA oligo cleavage fluorescence, 5 h | activation, % at 20 µM; in the data active = activation above about 50%
TcdB inh = TcdB glycohydrolase inhibitors, primary screen, biochemical, single point, plate reader | Toxin B (Clostridioides difficile), P18177 | TcdB glycohydrolase enzymatic assay | inhibition, % at 9.99 µM | 350,000 compounds, 0.24% hits; in the data active = inhibition above about 10%
Target sequence (P18177 whole entry, looked up): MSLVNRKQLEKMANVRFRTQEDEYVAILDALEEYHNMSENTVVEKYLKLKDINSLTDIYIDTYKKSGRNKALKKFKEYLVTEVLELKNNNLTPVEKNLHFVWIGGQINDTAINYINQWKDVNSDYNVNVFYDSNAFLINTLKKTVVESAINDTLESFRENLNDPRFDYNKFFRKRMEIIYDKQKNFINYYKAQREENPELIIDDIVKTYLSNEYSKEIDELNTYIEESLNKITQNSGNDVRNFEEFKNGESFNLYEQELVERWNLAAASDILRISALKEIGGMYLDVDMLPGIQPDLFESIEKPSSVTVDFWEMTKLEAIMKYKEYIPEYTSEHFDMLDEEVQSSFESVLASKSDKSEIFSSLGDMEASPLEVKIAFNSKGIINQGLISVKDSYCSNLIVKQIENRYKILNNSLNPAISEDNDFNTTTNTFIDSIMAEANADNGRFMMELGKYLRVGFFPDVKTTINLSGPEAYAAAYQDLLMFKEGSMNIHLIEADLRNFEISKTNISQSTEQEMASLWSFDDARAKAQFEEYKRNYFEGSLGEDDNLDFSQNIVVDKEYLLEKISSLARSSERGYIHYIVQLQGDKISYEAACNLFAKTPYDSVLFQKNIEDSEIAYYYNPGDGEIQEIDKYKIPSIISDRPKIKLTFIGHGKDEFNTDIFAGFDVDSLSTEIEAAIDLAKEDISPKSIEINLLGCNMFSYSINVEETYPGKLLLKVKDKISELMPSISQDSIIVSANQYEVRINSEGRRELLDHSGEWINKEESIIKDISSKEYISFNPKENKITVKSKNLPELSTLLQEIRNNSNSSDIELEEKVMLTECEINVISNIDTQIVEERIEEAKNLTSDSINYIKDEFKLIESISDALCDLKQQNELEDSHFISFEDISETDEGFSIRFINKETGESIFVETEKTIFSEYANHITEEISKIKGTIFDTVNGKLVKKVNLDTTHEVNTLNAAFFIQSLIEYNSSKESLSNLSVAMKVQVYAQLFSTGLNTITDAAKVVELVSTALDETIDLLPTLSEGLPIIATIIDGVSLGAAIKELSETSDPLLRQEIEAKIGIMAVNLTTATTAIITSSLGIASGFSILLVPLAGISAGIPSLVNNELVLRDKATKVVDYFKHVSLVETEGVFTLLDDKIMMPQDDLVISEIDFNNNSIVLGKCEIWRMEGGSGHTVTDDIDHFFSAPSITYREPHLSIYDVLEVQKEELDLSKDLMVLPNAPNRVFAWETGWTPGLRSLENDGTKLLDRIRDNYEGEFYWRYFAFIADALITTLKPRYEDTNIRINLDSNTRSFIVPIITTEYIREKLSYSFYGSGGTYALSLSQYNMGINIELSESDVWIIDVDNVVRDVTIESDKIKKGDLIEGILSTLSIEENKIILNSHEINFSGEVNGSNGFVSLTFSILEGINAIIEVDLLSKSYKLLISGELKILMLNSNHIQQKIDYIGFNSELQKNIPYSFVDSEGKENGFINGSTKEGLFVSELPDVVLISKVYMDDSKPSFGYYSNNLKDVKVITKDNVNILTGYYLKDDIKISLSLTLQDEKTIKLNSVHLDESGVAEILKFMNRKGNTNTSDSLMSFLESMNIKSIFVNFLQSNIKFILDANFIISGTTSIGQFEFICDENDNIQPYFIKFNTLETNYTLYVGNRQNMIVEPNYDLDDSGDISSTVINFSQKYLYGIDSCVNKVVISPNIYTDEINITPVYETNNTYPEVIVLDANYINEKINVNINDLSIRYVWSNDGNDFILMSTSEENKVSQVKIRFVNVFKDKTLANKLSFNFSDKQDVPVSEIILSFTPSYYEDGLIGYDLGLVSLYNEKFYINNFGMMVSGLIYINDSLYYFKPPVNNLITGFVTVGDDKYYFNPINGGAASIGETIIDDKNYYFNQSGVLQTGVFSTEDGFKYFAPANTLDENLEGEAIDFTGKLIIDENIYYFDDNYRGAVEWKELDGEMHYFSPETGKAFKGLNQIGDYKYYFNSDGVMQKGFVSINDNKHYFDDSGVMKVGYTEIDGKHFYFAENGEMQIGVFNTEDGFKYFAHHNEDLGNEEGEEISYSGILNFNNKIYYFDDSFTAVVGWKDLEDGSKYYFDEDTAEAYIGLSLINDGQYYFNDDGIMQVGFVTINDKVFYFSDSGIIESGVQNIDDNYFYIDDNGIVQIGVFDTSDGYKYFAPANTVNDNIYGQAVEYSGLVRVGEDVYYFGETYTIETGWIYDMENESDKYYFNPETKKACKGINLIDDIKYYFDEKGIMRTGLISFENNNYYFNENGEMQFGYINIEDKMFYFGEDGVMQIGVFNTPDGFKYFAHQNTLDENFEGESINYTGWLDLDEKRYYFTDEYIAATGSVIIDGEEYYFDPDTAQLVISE
VHR inh abs = VHR1 phosphatase inhibitors, primary screen, biochemical, absorbance, uHTS | inhibition, % at 13.3 µM | AID 1654, 2009 | recombinant VHR phosphatase, pNPP absorbance | 290,000 compounds, 0.52% hits | Dual specificity protein phosphatase 3 (Homo sapiens), P51452; in the data active = inhibition above about 50%; also: some compounds called inactive have numbers as strong as hits
SSB-PriA inh = inhibitors of Klebsiella pneumoniae PriA binding to SSB C-terminal tail, primary screen, biochemical, AlphaScreen. inhibition, % at 33 µM. AlphaScreen SSBct-PriA binding, biotinylated peptide. 430,000 compounds, 0.6% hits. AID 1272365, 2023. PriA–SSB C-terminal tail interaction (Klebsiella pneumoniae); in the data active = inhibition mostly above about 37%, no sharp cut-off; inactive = mostly below about 20%;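 also: plate controls were negative control peptide for no effect and reference peptide for full effect; strong numbers were not always called active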
PrPC TRFRET = inhibitors of human cell surface prion protein PrPC, primary screen, cell-based, TR-FRET; Major prion protein (Homo sapiens), P04156; TR-FRET read-out; inhibition, % at 13.8 µM; 370,000 compounds, 0.43% hits; AID 720596, 2013; in the data active = inhibition above about 24%; also: 0% = median of the test wells and 100% = reference compound wells
CCHF vOTU inh = CCHFV vOTU protease inhibitors, primary screen, biochemical, Pep-AMC substrate, fluorescence; inhibition, % at 11.5 µM; AID 651958, 2012; 370,000 compounds, 0.55% hits; Crimean-Congo hemorrhagic fever virus L polyprotein viral ovarian tumor (vOTU) protease …; in the data active = inhibition above about 30%; also: 0% = vehicle wells with enzyme and 100% = no enzyme wells
Rv3671c inh = Rv3671c serine protease inhibitors, primary screen, biochemical, fluorescence polarization, M. tuberculosis H37Rv | inhibition, % at 5.96 µM | 320,000 compounds, 0.048% hits; in the data active = inhibition above about 38%;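 also: extracellular domain of Rv3671c used as enzyme; 0% = enzyme with DMSO and 100% = no enzyme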
Numbers without * were called inactive. The list is partial; the hit share may differ from the screen's.

How did Cc1cc(C)nc(NC(=O)C2c3ccccc3Oc3ccccc32)n1 do in these assays?
Vc quorum ag: -0.2; SARS 3CLpro inh: 0; Yp Topo-I inh: -1; MazEF act: 8; TcdB inh: 1.0; VHR inh abs: 30; SSB-PriA inh: 5; PrPC TRFRET: 2; CCHF vOTU inh: -6; Rv3671c inh: -10

Results for Cc1cccc(-n2c(O)c(C=Nc3ccc(O)cc3)c3ccccc3c2=O)n1 ?
Vc quorum ag: -0.3; SARS 3CLpro inh: 0; Yp Topo-I inh: -5; MazEF act: 17; VHR inh abs: 33; SSB-PriA inh: 4; PrPC TRFRET: -22; CCHF vOTU inh: 8; Rv3671c inh: -2

Results for CC(C)C[C@@H](CSc1ccccc1)N1CCN(CC(C)C)CCC1=O ?
Vc quorum ag: -1.4; SARS 3CLpro inh: -1; Yp Topo-I inh: 21; MazEF act: 6; TcdB inh: 0.4; VHR inh abs: 5; SSB-PriA inh: -30; PrPC TRFRET: -1; CCHF vOTU inh: 8; Rv3671c inh: -2

What do the screens show for `O=C(Nc1cccc(Cl)c1)OC1CCCCc2cccnc21` (configuration not stated)?
Vc quorum ag: inactive; SARS 3CLpro inh: 0; Yp Topo-I inh: 2; MazEF act: 8; TcdB inh: 4.3; VHR inh abs: 21; SSB-PriA inh: -28; PrPC TRFRET: 5; CCHF vOTU inh: -7; Rv3671c inh: -4

Results for COc1ccc(CC(NC(C)=O)C(=O)NC2CCN(C(=O)Nc3ccccc3Cl)CC2)cc1OC (configuration not stated) ?
Vc quorum ag: inactive; SARS 3CLpro inh: -2; Yp Topo-I inh: -11; MazEF act: 5; VHR inh abs: 12; SSB-PriA inh: -2; PrPC TRFRET: -1; CCHF vOTU inh: -5; Rv3671c inh: -14

Results for CN(CC(=O)Nc1ccc(F)cc1)C(=O)COC(=O)C1=COCCO1 ?
Vc quorum ag: -1.4; Yp Topo-I inh: -5; MazEF act: -1; TcdB inh: 1.1; SSB-PriA inh: 0; PrPC TRFRET: 8; CCHF vOTU inh: 0; Rv3671c inh: 9

How did N#Cc1ccc(NC(=O)CSc2nc3[nH]c(=O)cc(O)c3s2)cc1 do in these assays?
Vc quorum ag: inactive; Yp Topo-I inh: 6; MazEF act: 2; TcdB inh: 0.3; SSB-PriA inh: -2; PrPC TRFRET: 1; CCHF vOTU inh: 12; Rv3671c inh: 13

Results for CCOc1ccc(-n2c(CCc3ccccc3)n[nH]c2=S)cc1 ?
Vc quorum ag: -0.3; SARS 3CLpro inh: -2; Yp Topo-I inh: 20; MazEF act: 1; TcdB inh: 0.2; VHR inh abs: 10; SSB-PriA inh: 1; PrPC TRFRET: 0; CCHF vOTU inh: 4; Rv3671c inh: -3

What do the screens show for `NC(=O)c1ccccc1NS(=O)(=O)c1ccc2c(c1)OCCO2`?
Vc quorum ag: -0.4; SARS 3CLpro inh: -2; Yp Topo-I inh: -2; MazEF act: 4; VHR inh abs: 20; SSB-PriA inh: -8; PrPC TRFRET: 1; CCHF vOTU inh: -17; Rv3671c inh: 0

How did CCOc1cc(C(=O)N/N=C/c2ccoc2)cc(OCC)c1OCC do in these assays?
Vc quorum ag: -0.8; SARS 3CLpro inh: -3; Yp Topo-I inh: -11; MazEF act: -4; TcdB inh: 3.4; VHR inh abs: -8; PrPC TRFRET: 8; CCHF vOTU inh: -4

What do the screens show for `Cc1ccccc1SCC(=O)NCC1(N2CCCCC2)CCCCC1`?
Vc quorum ag: inactive; Yp Topo-I inh: 6; MazEF act: 2; TcdB inh: 1.5; PrPC TRFRET: 5; CCHF vOTU inh: 15

Results for O=C(NC(=S)N1CCN(c2nc(-c3ccccc3)cs2)CC1)c1cccnc1 ?
Vc quorum ag: -0.7; SARS 3CLpro inh: 6; Yp Topo-I inh: -6; MazEF act: -2; VHR inh abs: 2; SSB-PriA inh: 12; PrPC TRFRET: -2; CCHF vOTU inh: 5; Rv3671c inh: -12

Results for CC(=O)N1CCc2cc(S(=O)(=O)NC(Cc3ccccc3)C(=O)O)ccc21 (configuration not stated) ?
Vc quorum ag: -0.4; SARS 3CLpro inh: 3; Yp Topo-I inh: -2; MazEF act: 8; TcdB inh: -0.4; VHR inh abs: -31; SSB-PriA inh: -10; PrPC TRFRET: -3; CCHF vOTU inh: -13; Rv3671c inh: 11

How did O=C1CCN(Cc2ccc(Br)cc2)CCN1CCO do in these assays?
Vc quorum ag: -0.8; SARS 3CLpro inh: -6; Yp Topo-I inh: 2; MazEF act: -7; TcdB inh: -0.2; VHR inh abs: -7; SSB-PriA inh: -1; PrPC TRFRET: -2; CCHF vOTU inh: 8; Rv3671c inh: -1

Results for CC(C)(C)OC(=O)NCc1ccc(CNC(=O)c2ncn(Cc3ccccc3)c2C(=O)NCc2ccc(CNC(=O)OC(C)(C)C)cc2)cc1 ?
Vc quorum ag: -11; Yp Topo-I inh: 2; MazEF act: -1; TcdB inh: 1.0; SSB-PriA inh: -3; PrPC TRFRET: 0; CCHF vOTU inh: 1; Rv3671c inh: 5

What do the screens show for `Cc1cn(CC(=O)NCCc2ccccn2)c(=O)[nH]c1=O`?
Vc quorum ag: -0.7; Yp Topo-I inh: 0; MazEF act: 11; TcdB inh: 1.2; SSB-PriA inh: -12; PrPC TRFRET: 4; CCHF vOTU inh: -2

What do the screens show for `CC(NS(=O)(=O)c1ccccc1)C(N)=O` (configuration not stated)?
Vc quorum ag: inactive; SARS 3CLpro inh: -6; Yp Topo-I inh: 11; MazEF act: 2; VHR inh abs: -8; SSB-PriA inh: -1; PrPC TRFRET: 2; CCHF vOTU inh: 1; Rv3671c inh: -1

What do the screens show for `COc1cc(C(=O)NCCN=C2NS(=O)(=O)c3ccccc32)cc(OC)c1OC`?
Vc quorum ag: -5.6; SARS 3CLpro inh: 0; Yp Topo-I inh: -10; MazEF act: 4; TcdB inh: 1.1; VHR inh abs: 36; SSB-PriA inh: -8; PrPC TRFRET: -3; CCHF vOTU inh: 3; Rv3671c inh: -2

How did CCC(CC)NC(=O)Cc1ccc(S(=O)(=O)N2CCOCC2)s1 do in these assays?
Vc quorum ag: -2.1; SARS 3CLpro inh: -6; Yp Topo-I inh: -9; MazEF act: -6; VHR inh abs: 31; SSB-PriA inh: -6; PrPC TRFRET: -6; CCHF vOTU inh: -7; Rv3671c inh: 1

What do the screens show for `Cc1cc(C)nc(OC(C(=O)O)C(OCc2ccccc2)(c2ccccc2)c2ccccc2)n1` (configuration not stated)?
Vc quorum ag: -0.7; SARS 3CLpro inh: 4; Yp Topo-I inh: 7; MazEF act: 1; TcdB inh: -1.3; VHR inh abs: 20; SSB-PriA inh: -5; PrPC TRFRET: 2; CCHF vOTU inh: -1; Rv3671c inh: 6

4 compounds from above, sorted by count of non-hydrogen atoms, largest number first.
Results for COc1ccc(CC(NC(C)=O)C(=O)NC2CCN(C(=O)Nc3ccccc3Cl)CC2)cc1OC (configuration not stated) ?
Vc quorum ag: inactive; SARS 3CLpro inh: -2; Yp Topo-I inh: -11; MazEF act: 5; VHR inh abs: 12; SSB-PriA inh: -2; PrPC TRFRET: -1; CCHF vOTU inh: -5; Rv3671c inh: -14

Results for Cc1cccc(-n2c(O)c(C=Nc3ccc(O)cc3)c3ccccc3c2=O)n1 ?
Vc quorum ag: -0.3; SARS 3CLpro inh: 0; Yp Topo-I inh: -5; MazEF act: 17; VHR inh abs: 33; SSB-PriA inh: 4; PrPC TRFRET: -22; CCHF vOTU inh: 8; Rv3671c inh: -2

Results for CC(C)C[C@@H](CSc1ccccc1)N1CCN(CC(C)C)CCC1=O ?
Vc quorum ag: -1.4; SARS 3CLpro inh: -1; Yp Topo-I inh: 21; MazEF act: 6; TcdB inh: 0.4; VHR inh abs: 5; SSB-PriA inh: -30; PrPC TRFRET: -1; CCHF vOTU inh: 8; Rv3671c inh: -2

How did O=C1CCN(Cc2ccc(Br)cc2)CCN1CCO do in these assays?
Vc quorum ag: -0.8; SARS 3CLpro inh: -6; Yp Topo-I inh: 2; MazEF act: -7; TcdB inh: -0.2; VHR inh abs: -7; SSB-PriA inh: -1; PrPC TRFRET: -2; CCHF vOTU inh: 8; Rv3671c inh: -1

Continuation:
What do the screens show for `Cc1ccc(CN2CCC(c3cc(-c4ccc(Cl)cc4)n[nH]3)CC2)cc1`?
Vc quorum ag: inactive; SARS 3CLpro inh: 5; Yp Topo-I inh: 10; MazEF act: 0; TcdB inh: -2.6; VHR inh abs: 23; SSB-PriA inh: -3; PrPC TRFRET: -13; CCHF vOTU inh: 10; Rv3671c inh: -3

What do the screens show for `CC(=O)n1cc(C=C2C(=O)NC(=O)NC2=O)c2ccccc21`?
Vc quorum ag: inactive; SARS 3CLpro inh: -1; Yp Topo-I inh: 5; MazEF act: 3; TcdB inh: 0.8; VHR inh abs: -20; SSB-PriA inh: -13; PrPC TRFRET: 1; CCHF vOTU inh: 3; Rv3671c inh: -11

How did Cc1cccc(NC(=S)NNC(=O)c2ccc3c(c2)OCO3)c1 do in these assays?
Vc quorum ag: -0.3; SARS 3CLpro inh: 2; Yp Topo-I inh: -3; MazEF act: -4; VHR inh abs: -14; SSB-PriA inh: -10; PrPC TRFRET: 6; CCHF vOTU inh: 3; Rv3671c inh: 8

How did Cc1ccccc1N1C(=O)CC(=O)N(c2ccccc2C)C1=O do in these assays?
Vc quorum ag: -0.2; SARS 3CLpro inh: 3; Yp Topo-I inh: 2; MazEF act: -10; TcdB inh: -0.5; VHR inh abs: -5; SSB-PriA inh: -3; PrPC TRFRET: 6; CCHF vOTU inh: -1; Rv3671c inh: -3

Results for Cn1cc(S(=O)(=O)N2CCOCC2)cc1C(=O)Nc1ccc(Cl)cc1 ?
Vc quorum ag: inactive; SARS 3CLpro inh: -2; Yp Topo-I inh: -2; MazEF act: -14; TcdB inh: 1.3; VHR inh abs: 21; SSB-PriA inh: -13; PrPC TRFRET: 7; CCHF vOTU inh: 7; Rv3671c inh: 6

What do the screens show for `COc1ccc(N=c2scc(C)n2CCCN2CCCC2=O)cc1`?
Vc quorum ag: inactive; SARS 3CLpro inh: 1; Yp Topo-I inh: -12; MazEF act: 5; TcdB inh: 0.1; VHR inh abs: 4; SSB-PriA inh: -1; PrPC TRFRET: -2; CCHF vOTU inh: 0; Rv3671c inh: -2

Results for CCOC(=O)c1cc(C(=O)NN)c(C)nc1C ?
Vc quorum ag: -0.8; SARS 3CLpro inh: 1; Yp Topo-I inh: -4; MazEF act: 8; TcdB inh: -0.1; VHR inh abs: -8; SSB-PriA inh: 3; PrPC TRFRET: -3; CCHF vOTU inh: 14; Rv3671c inh: -7

How did O=C(COc1ccccc1)N(Cc1ccco1)c1ccc(O)cc1 do in these assays?
Vc quorum ag: 0.4; SARS 3CLpro inh: -5; Yp Topo-I inh: 2; MazEF act: 3; VHR inh abs: 16; SSB-PriA inh: -14; PrPC TRFRET: -1; CCHF vOTU inh: 4; Rv3671c inh: 2

How did Cc1ccc(S(=O)(=O)NC(=O)NCc2ccc3c(c2)OCO3)cc1 do in these assays?
Vc quorum ag: inactive; SARS 3CLpro inh: 3; Yp Topo-I inh: 1; MazEF act: 2; VHR inh abs: -2; SSB-PriA inh: -3; PrPC TRFRET: -1; CCHF vOTU inh: 8; Rv3671c inh: -17
